MITF TRPM1 inh: inhibitors of MITF-dependent TRPM1 promoter reporter, primary screen, cell-based, SK-MEL-5, single point, luciferase. 330,000 tested, 0.83% active. inhibition, % at 12.5 µM. SK-MEL-5 TRPM1 promoter luciferase, 24 h;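 active = mean inhibition across replicates of 60% or more, whatever share of single replicates reaches that level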; note: values of inactives mirror those of a sister screen read the other way
Vif inh: HIV Vif self-association inhibitors, primary screen, imaging, HEK293T, single point; 340,000 tested, 0.35% active; HEK293T cells, Vif self-association by quenched fluorescence, 24 h; AID 602346, 2012; inhibition, % at 7.49 µM; in the data active = inhibition above about 50%, passing the limit was not always enough; note: some results filed as inactive read as strong as hits
CaV13 ICDI inh: Primary screen for inhibitors of IQ motif and Ca2+-dependent inactivation inhibitor domain binding in CACNA1D, Förster resonance energy transfer in living cells, … | HEK cells, CFP/YFP FRET ICDI-IQ, plate reader, 10 min; percent FRET-ratio fall versus neutral wells | 340,000 tested, 0.098% active | inhibition, % at 12.3 µM | AID 743397;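 active = mean replicate inhibition of at least 30% and at least 1% of replicates passing that level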;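 note: 0% = median of the neutral control wells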
NR2E3 ag-1: inhibitors of NR2E3-RetCOR corepressor binding, primary screen, NR2E3 agonist project, biochemical, TR-FRET, GST-NR2E3, biotin-RetCOR | 320,000 tested, 0.12% active | AID 2300, 2010 | 1536-well | inhibition of corepressor binding, % at 4.78 µM;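 active = percent inhibition above the cutoff of mean plus 3 SD of all tested compounds, set per screening campaign, cut at about 20% in these data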;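 note: 0% = DMSO wells and 100% = biotin wells as full block of FRET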
Target sequence (Q9Y5X4 whole entry, looked up): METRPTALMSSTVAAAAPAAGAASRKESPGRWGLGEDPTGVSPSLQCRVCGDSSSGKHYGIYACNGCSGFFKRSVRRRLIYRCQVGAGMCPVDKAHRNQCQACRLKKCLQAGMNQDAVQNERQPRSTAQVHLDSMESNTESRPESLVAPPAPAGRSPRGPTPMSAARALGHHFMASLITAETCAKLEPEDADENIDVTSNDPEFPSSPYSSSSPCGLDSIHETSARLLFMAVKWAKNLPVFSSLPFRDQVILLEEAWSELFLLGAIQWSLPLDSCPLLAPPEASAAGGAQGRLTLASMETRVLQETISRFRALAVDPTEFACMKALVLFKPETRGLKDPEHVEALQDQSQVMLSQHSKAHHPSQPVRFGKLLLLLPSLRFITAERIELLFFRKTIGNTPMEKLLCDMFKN
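Material: NR2E3–RetCOR corepressor complex / Incubation: Compound–protein incubation for 5 h at 4 °C / Dosing: compound at 4.8 µM, single dose / Detection: time-resolved FRET / Benchmarks: high control biotin, low control 0.6% DMSO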
HIF-2a block: HIF-2a reporter inhibitors, primary screen, luminescence, 786-0 RCC cells; 360,000 tested, 0.72% active; inhibition, % at 18.8 µM; 786-0 RCC cells HIF-2a reporter, luciferase luminescence, overnight;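 active = inhibition of the luminescence signal of 40% or more relative to plate controls, in a single-dose primary screen at 18.75 µM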
CF NFkB block: inhibitors of PAF-induced NF-kB signaling, primary screen, cell-based, GFP fluorescence, uHTS; KKLEB NF-kB-GFP reporter, GFP fluorescence overnight; inhibition, % at 5 µM; 360,000 tested, 0.86% active; AID 588850, 2011;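 active = at least 50% inhibition at 5 µM, scaled per plate between neutral and stimulator controls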;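 note: PAF is a Pseudomonas aeruginosa culture filtrate used as stimulus; plate controls were PAF-stimulated DMSO wells for no effect and unstimulated DMSO wells for full effect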
NR2E3 ag-2: NR2E3 agonists in two-hybrid cells, primary screen, cell-based, luminescence, CHO-S, Gal4-NCOR/VP16-NR2E3. AID 602229, 2012. 360,000 tested, 0.35% active. inhibition of corepressor binding, % at 3.98 µM. luciferase. Photoreceptor-specific nuclear receptor (Homo sapiens), Q9Y5X4;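 active = inhibition above the mean of all tested compounds plus 3 SD, cut at about 70% in these data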;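 note: 0% = DMSO with NR2E3 transfected cells and 100% = cells lacking NR2E3 construct; higher means lower luciferase signal from less NR2E3 corepressor binding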
Shn3 inh set2: reduction of Shn3 3'UTR firefly luciferase signal, primary screen, Schnurri-3 inhibitor project, cell-based, Clone20 osteoblasts, set 2 | inhibition, % at 12.5 µM | AID 588674, 2011 | 360,000 tested, 0.52% active | Clone20 osteoblast Shn3 3'UTR firefly luciferase, 24 h;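 active = mean inhibition of at least 75% with every replicate also reaching 75%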;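 note: 0% = median of neutral control wells and 100% = pilot-screen positive control compound; some compounds past the cut are filed as inactive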
Peg3 promoter: Peg3 promoter-driven luciferase inhibitors, primary screen, cell-based, HeLa, luciferase luminescence; HeLa PEG-Prom luciferase reporter, overnight; inhibition, % at 20 µM; 360,000 tested, 1.7% active;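 active = inhibition of at least 50% at 20 µM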
KKLEB cytotox: cytotoxicity in KKLEB CF airway cells, primary screen, cytotoxicity control for CF NF-kB inhibitor project, cell-based, uHTS, fluorescence assay plates | KKLEB CF airway cells viability, ATPlite luminescence, overnight; active compounds read low; cells stimulated with P. aeruginosa culture filtrate | activity change (cytotoxicity), % at 5 µM | 360,000 tested, 0.36% active | AID 602141, 2011;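 active = corrected activity change at or below -50% at 5 µM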
PDI inh: inhibitors of human PDI, primary screen, biochemical, turbidity, single point, plate reader. Protein disulfide-isomerase (Homo sapiens), P07237. 350,000 tested, 0.052% active. PDI insulin aggregation turbidity, A650, 90 min. inhibition, % at 10 µM. AID 588391, 2011;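 active = mean inhibition across replicates of 30% or more, whatever share of single replicates reach that level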;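 note: absorbance from insulin aggregation driven by PDI reduction with DTT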
Target sequence (P07237 whole entry, looked up): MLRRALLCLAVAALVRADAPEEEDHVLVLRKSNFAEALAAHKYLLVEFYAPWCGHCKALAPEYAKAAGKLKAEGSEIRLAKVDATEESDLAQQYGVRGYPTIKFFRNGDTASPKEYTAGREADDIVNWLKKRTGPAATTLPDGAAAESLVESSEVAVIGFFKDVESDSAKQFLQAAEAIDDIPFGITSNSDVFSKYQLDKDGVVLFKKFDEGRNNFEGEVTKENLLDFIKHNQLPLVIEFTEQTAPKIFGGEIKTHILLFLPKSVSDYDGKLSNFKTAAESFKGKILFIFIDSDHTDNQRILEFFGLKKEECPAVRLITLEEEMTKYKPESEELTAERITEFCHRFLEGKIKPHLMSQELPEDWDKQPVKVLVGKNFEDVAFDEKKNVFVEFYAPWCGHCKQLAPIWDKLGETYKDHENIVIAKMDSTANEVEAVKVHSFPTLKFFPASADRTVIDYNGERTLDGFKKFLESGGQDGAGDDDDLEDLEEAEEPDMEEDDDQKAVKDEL
* hit, by the source's call; . = no result given.

SMILES	MITF TRPM1 inh	Vif inh	CaV13 ICDI inh	NR2E3 ag-1	HIF-2a block	CF NFkB block	NR2E3 ag-2	Shn3 inh set2	Peg3 promoter	KKLEB cytotox	PDI inh
COCCCNC(=O)c1ccc2nc(Cc3ccc(OC)cc3)oc2c1	-39	-7	-1	2	-226	-17	-98	-122	-248	0	7
COc1cccc(-c2cnc(C(O)c3cc(C)c(OC)c(C)c3)[nH]2)c1 (configuration not stated)	.	.	-10	.	4	-6	3	-24	8	16	-20
COCCCC1CCN(C(=O)CCc2nnc(CCCCc3ccccc3)o2)CC1	-13	-5	-1	0	-10	-10	-3	-1	-21	-6	6
COc1ccccc1N(CC(=O)NCc1ccc(F)cc1)C(=O)CCC(=O)Nc1nccs1	8	1	-5	4	6	1	-5	0	3	-2	-17
COc1ccc(NC(=O)c2cnc(SCC(=O)NCCc3ccccc3)n(C)c2=O)cc1	6	3	-5	-2	10	5	-12	16	-8	-12	6
CN(CC(=O)NC1CCN(Cc2ccccc2)CC1)S(=O)(=O)c1ccc(Br)s1	14	1	-7	3	10	-31	0	8	8	0	2
Cc1ccc(NC(=O)C2CCCN(S(=O)(=O)c3c(C)noc3C)C2)nc1 (configuration not stated)	2	-5	.	-2	4	12	-10	-18	-9	-11	-2
O=C(O)/C=C/c1ccc([N+](=O)[O-])o1	6	2	-5	5	7	7	-5	-15	6	12	6
COc1ccc(CNS(=O)(=O)CCNC(=O)c2ccc3c(c2)OCO3)cc1	3	10	-5	2	-1	-26	-17	-25	-3	-2	0
COC(=O)CC/C(O)=C1\C(=O)CC(C)(C)CC1=NCc1nc2ccccc2[nH]1	5	77*	-2	-1	10	12	-14	4	6	-10	-4
CCOc1ccccc1N1CCN(C(=O)c2cn(CC3CCCCC3)nn2)CC1	-25	3	-6	.	-188	-30	-55	-57	-169	4	-4
O=C(CSc1ccc(Cl)cc1)N1CCN(c2c(Cl)cccc2[N+](=O)[O-])CC1	-68	-11	.	0	-170	12	-63	-20	-125	-11	2
O=C(c1ccc(F)cc1)C1CCN(C(=O)NCc2ccccc2)CC1	2	5	-8	-2	2	-17	-9	-13	10	6	-3
COc1ccc(C(=O)N/C(=C\c2ccccc2)C(=O)Nc2ccc(C(=O)O)cc2)cc1	0	-8	-3	.	12	-1	-25	12	6	4	12
O=[N+]([O-])c1cccc(S(=O)(=O)N2CCCCCC2)c1	-6	-1	-20	-1	9	2	16	-16	22	-3	-11
Cc1ccc(-c2csc3ncn(CC#N)c(=O)c23)cc1C	-6	3	5	1	29	17	19	-6	17	-9	14
CCn1cc(CNC(=O)C2CCC(=O)N(Cc3ccccc3F)C2)cn1 (configuration not stated)	11	2	-3	0	-2	-6	-4	8	8	10	4
Cn1cc(CC(=O)N2CCN(c3ccccc3F)CC2)c2ccccc21	-4	-6	-7	0	-7	-14	-9	12	9	8	-24
Cc1c(C(=O)NCc2ccco2)oc2ccccc12	3	0	-2	5	-82	-12	-9	-22	-80	-1	2
CN(C)c1ccc(C2CC(=O)OC3=C2C(=O)CC(C)(C)C3)cc1 (configuration not stated)	7	4	4	2	4	-17	0	-22	13	6	-3
CCc1ccc(OCCCCN(C)Cc2ccccc2)cc1	2	-2	-6	0	-20	-19	30	-2	2	5	-2
O=C(O)CCSc1nnc(SCC(=O)NC2CCS(=O)(=O)C2)s1 (configuration not stated)	-1	17	-5	.	7	2	11	0	-5	10	-4
C=CCOc1ccc(CN(C)CC(O)COc2ccc(CCC(C)=O)cc2)cc1 (configuration not stated)	5	9	-2	3	6	-3	-3	4	23	3	6
CCCCOc1ccc(C(=O)NCC(=O)NCC2CCCO2)cc1 (configuration not stated)	-1	1	-3	1	7	-6	-27	-9	10	8	2
COc1cccc(S(=O)(=O)N2CCOCC2)c1	10	7	-10	8	23	4	4	-15	5	-11	2
NS(=O)(=O)c1ccc(C(=O)Nc2ccc(-c3nc4cccnc4s3)cc2)cc1	-70	-3	-4	5	-284	5	-98	-47	-266	-14	0
NC(=O)c1ccc(NC(=O)CCN=C2NS(=O)(=O)c3ccccc32)cc1	-7	.	-6	-1	2	14	-25	5	9	3	1
Cc1sc2ncnc(SCC(=O)NNC(=O)COc3cccc4ccccc34)c2c1C	6	-7	-4	0	8	-19	-28	19	16	-39	-13
CC(C)C(=O)Nc1nnc(SCC(=O)NCc2cccs2)s1	5	-1	-4	3	8	5	-6	-63	2	-8	-2
Cc1c(NC(=S)NC(NC(=O)C(C)C)C(Cl)(Cl)Cl)c(=O)n(-c2ccccc2)n1C (configuration not stated)	-5	-18	-5	-2	16	-17	10	-17	15	13	2
CCN(C(=O)COC(=O)c1c(C)c(-c2ccccc2)nc2ccccc12)C1CCS(=O)(=O)C1 (configuration not stated)	0	-7	-2	6	23	-14	-33	0	26	7	-2
COc1cccc(-n2c(O)c(C=NCc3ccccn3)c3ccccc3c2=O)c1	19	-3	-4	4	21	4	-26	15	15	-5	-3
CCc1ccc2nc(/N=C(\N)NC(=O)c3ccccc3)nc(C)c2c1	-41	12	-4	3	-162	-6	-55	-39	-120	-15	0
CC(=O)c1cccc(NC(=O)CN2C=NS(=O)(=O)c3ccc(C)cc32)c1	-2	-4	-5	-2	14	-3	-11	-6	-24	-11	-2
Oc1ccc(N=Nc2ccc3c(c2)OCCO3)c2cccnc12	65*	5	1	1	26	-3	13	93*	-6	-3	2
O=C(NCc1ccc(Cl)s1)C1CCC(=O)N(CCc2cccc(F)c2)C1 (configuration not stated)	-6	0	-6	-2	-9	16	-4	-3	1	-18	9
COc1ccc(Cl)cc1-c1nc(SCC(=O)N(C)C)n[nH]1	-2	0	-5	-1	7	-15	-2	11	-1	20	10
O=C1c2cccc3cccc(c23)C(=O)N1CC1CCN(CC(O)COc2ccc3ccccc3c2)CC1 (configuration not stated)	9	-2	-7	-8	-5	20	51	48	100*	-15	-1
CN(C)CCCn1c2c(c(SCC(=O)Nc3ccc4c(c3)OCO4)nc1=O)CCCC2	-4	2	-5	2	-5	14	-3	-24	-2	-10	0
O=C(C1=C(O)C(=O)N(c2nc3ccc(Cl)cc3s2)C1c1ccco1)c1ccco1 (configuration not stated)	14	0	-8	17	-261	-10	-55	-34	-131	-5	-2

Entries of single compounds, quoted from the list. Screens in order: MITF TRPM1 inh | Vif inh | CaV13 ICDI inh | NR2E3 ag-1 | HIF-2a block | CF NFkB block | NR2E3 ag-2 | Shn3 inh set2 | Peg3 promoter | KKLEB cytotox | PDI inh
`O=C(O)CCSc1nnc(SCC(=O)NC2CCS(=O)(=O)C2)s1` (configuration not stated) is listed with -1 | 17 | -5 | . | 7 | 2 | 11 | 0 | -5 | 10 | -4
`COc1ccc(NC(=O)c2cnc(SCC(=O)NCCc3ccccc3)n(C)c2=O)cc1` is listed with 6 | 3 | -5 | -2 | 10 | 5 | -12 | 16 | -8 | -12 | 6

New compounds follow:
SMILES	MITF TRPM1 inh	Vif inh	CaV13 ICDI inh	NR2E3 ag-1	HIF-2a block	CF NFkB block	NR2E3 ag-2	Shn3 inh set2	Peg3 promoter	KKLEB cytotox	PDI inh
CCOC(=O)c1cc(NC(=O)c2cccnc2)cc(C(=O)OCC)c1	-3	-1	-4	1	-3	0	-33	11	-1	12	1
CSc1nc2ccccc2s1	.	-5	.	0	15	-7	22	-10	0	3	.
O=S(=O)(c1cccc(S(=O)(=O)N2CCOCC2)c1)N1CCCCCC1	13	-7	-1	4	20	-4	-24	7	15	-1	-7
O=C(NCCc1ccccc1)c1cccc(S(=O)(=O)NCc2ccccc2)c1	-2	-4	-3	1	-37	17	-15	-1	-23	-8	12
CN(C(=O)c1cc(-c2ccccc2)on1)C1CCCCC1	-178	21	-2	-7	-242	-15	-163	-88	-390	6	-7
O=C(CN(c1ccccc1F)S(=O)(=O)c1ccccc1)N1CCCCCC1	1	3	-5	0	-3	3	-8	5	8	-6	-6
CCOC(=O)C(=CNc1cc(C)ccc1C)C(=O)OCC	-7	8	-4	-1	4	5	-32	-55	-5	0	-2
COc1ccc(C(=O)NCC(C)CN(C)C)cc1 (configuration not stated)	-2	5	-2	-1	2	11	-10	3	11	2	-7
CCn1c(C)nc2cc(S(=O)(=O)N3CCCC3)ccc21	-11	3	-1	1	13	-4	-22	13	11	-9	-6
O=C(c1cn(-c2ccccc2)nc1-c1cccs1)N1CCN(c2ccccn2)CC1	-22	.	-3	-2	-113	11	-14	-1	-43	-9	1
CCCNC(=O)COC(=O)c1ccccc1C(=O)c1ccc(Cl)c([N+](=O)[O-])c1	87*	8	-7	1	83*	101*	15	10	106*	-31	-1
Cc1ccc(-c2nc(-c3cccnc3)no2)cc1	-65	.	-2	-1	-150	-12	-180	-40	-200	0	6
NC(=O)c1ccsc1NC(=O)CSc1nnc(NC2CC2)s1	-6	-3	-3	.	-9	-9	-21	-37	-50	-20	1
O=C1c2ccccc2COc2ccc(O)cc21	-19	2	-4	2	-83	-1	-38	-28	-66	4	5
Cc1cc2c(c(N3CCOCC3)n1)C(=O)OC2	2	-9	.	2	16	6	7	-4	7	3	18
O=C(NC(=O)N1CCCC1)c1csnn1	-5	12	4	-3	13	-8	-13	15	6	4	3
COc1ccc(CN(C)CC(=O)Nc2ccccc2C(=O)NC2CC2)cc1F	-10	12	-6	.	10	4	17	-12	7	-19	1
CCOCCc1nnc(NC(=O)Cc2c(F)cccc2Cl)s1	13	-3	-6	-3	7	-13	-2	0	1	2	-3
CCCCCCOc1ccc(/C=C/C(=O)N2CCOCC2)cc1OC	-1	1	-19	5	-7	0	-6	16	-6	-4	-2
CCc1nccn1S(=O)(=O)c1cc(OC)ccc1OC	15	4	-2	0	16	-21	-1	1	3	17	-2
Cc1ccc(Cn2nnc3c(=O)n(CC(=O)NCc4ccccc4)cnc32)cc1	22	0	11	3	18	19	-37	7	18	-12	4
Cc1ccc(OCC(=O)Nc2cccc3c2CCCC3)cc1C	1	.	-5	-1	3	-1	-14	2	15	8	-4
O=C(Nc1cccc(NC(=O)N2CCN(c3ccccc3)CC2)c1)N1CCN(c2ccccc2)CC1	4	-25	.	3	2	9	33	56	13	-3	-1

Bioassay records as filed in PubChem.
